High-throughput results as filed in PubChem BioAssay.
3T3 cytotox – cytotoxic compounds in NIH 3T3 cells. NIH 3T3 viability, CellTiter-Glo ATP luminescence, 48-72 h. Potency, µM (highest dose often 96.7 µM), inactives show at the top dose activity change, negative = cytotoxicity, most hits filed as inhibitors. hit rate 4.3% among 94,000; also: potency is read from the fitted curve at half-maximal effect; nearly all actives have a fitted effect of over 55% in size
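First NIH 3T3 cells are plated at 400 cells/well; next compound is pinned in; then plates incubate 48 or 72 hr at 37 °C; finally CellTiter-Glo is added and luminescence read after 10 min.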
IP6K1 inhibitor – IP6K1 kinase inhibition | IP6K1 kinase, ADP-Glo luminescence, 2 h; hits give low values | activity change, % (series mostly up to about 58 µM) | hit rate 0.81% among 140,000 | AID 1645851; in the data active = activity change below about -25%
Target sequence (Q92551 whole entry, looked up): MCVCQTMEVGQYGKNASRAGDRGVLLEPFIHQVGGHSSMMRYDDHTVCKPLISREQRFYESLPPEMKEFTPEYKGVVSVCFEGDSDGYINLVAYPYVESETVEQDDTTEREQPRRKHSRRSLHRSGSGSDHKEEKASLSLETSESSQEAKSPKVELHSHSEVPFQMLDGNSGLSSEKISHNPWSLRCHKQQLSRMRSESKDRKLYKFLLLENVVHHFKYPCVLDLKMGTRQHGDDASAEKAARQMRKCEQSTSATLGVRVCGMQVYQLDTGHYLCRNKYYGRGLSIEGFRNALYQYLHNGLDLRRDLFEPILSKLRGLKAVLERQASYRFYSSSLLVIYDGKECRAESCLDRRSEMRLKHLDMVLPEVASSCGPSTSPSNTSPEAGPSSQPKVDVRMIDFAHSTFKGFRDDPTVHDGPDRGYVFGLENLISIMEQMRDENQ
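ADP-Glo luminescence measures ADP made by human IP6K1 during a 2 h RT reaction with ATP/IP6 (mix at 1.3 mM/130 uM); top library doses 57.5 and 19.1 uM final.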
SNCA expr inhib – inhibitors of alpha-synuclein (SNCA) gene expression; Potency, µM (top dose mostly 57.2 µM), for inactives: top-dose activity change, negative = inhibition, most hits filed as inhibitors; hit rate 0.17% among 140,000; AID 1671194; HEK-293 SNCA-luciferase knock-in, luminescence, 24 h;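 also: potency is read from the fitted curve at half-maximal effect; plate controls were DMSO cells for no effect and cell-free wells for full effect; nearly all actives have a fitted effect of over 45% in size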
FLuc inh – Photinus pyralis luciferase inhibition; P08659; purified P. pyralis luciferase, luminescence, biochemical; Potency, µM (titrated, usually from 115 µM), inactives show top-dose activity change, negative = inhibition, most hits filed as inhibitors; hit rate 2.5% among 76,000; also: potency is read from the fitted curve at half-maximal effect; nearly all actives have a fitted effect of over 65% in size
Target sequence (P08659 whole entry, looked up): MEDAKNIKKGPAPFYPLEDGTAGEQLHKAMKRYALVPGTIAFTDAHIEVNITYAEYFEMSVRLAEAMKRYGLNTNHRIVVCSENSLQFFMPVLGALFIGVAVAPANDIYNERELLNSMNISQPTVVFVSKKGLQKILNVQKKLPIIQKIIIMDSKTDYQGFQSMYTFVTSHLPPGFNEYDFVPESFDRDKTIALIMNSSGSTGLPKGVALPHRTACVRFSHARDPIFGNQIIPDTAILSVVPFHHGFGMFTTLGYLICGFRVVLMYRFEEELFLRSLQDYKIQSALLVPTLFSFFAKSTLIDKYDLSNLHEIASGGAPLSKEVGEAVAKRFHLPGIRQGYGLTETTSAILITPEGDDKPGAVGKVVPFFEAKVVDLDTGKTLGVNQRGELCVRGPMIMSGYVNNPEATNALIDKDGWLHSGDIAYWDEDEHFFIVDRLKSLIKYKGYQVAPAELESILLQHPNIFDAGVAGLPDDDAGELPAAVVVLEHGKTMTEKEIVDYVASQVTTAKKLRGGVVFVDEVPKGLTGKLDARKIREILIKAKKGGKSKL
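Biochemical qHTS: compound (6-point titration) added to 10uM D-luciferin plus 10uM ATP in Tris acetate pH 7.5 buffer with Mg, Tween-20 and BSA, then purified enzyme at 10nM; light output imaged.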
SNCA viab count – counter-screen for SNCA expression inhibitors: cell viability; HEK-293-SNCA-luc viability, GF-AFC fluorescence, 24 h; Potency, µM (series often up to 57.1 µM), without a hit: at the highest dose activity change, negative = cytotoxicity, actives largely listed as cytotoxic; hit rate 0.12% among 150,000; AID 1671193;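 also: potency is read from the fitted curve at half-maximal effect; 0% = DMSO-treated cells and -100% = medium-only wells without cells; nearly all actives have a fitted effect of over 30% in size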
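Cytotoxicity counterscreen: after 24 h compound treatment of genome-edited SNCA-luciferase HEK-293 cells, live-cell protease substrate GF-AFC read by fluorescence after 30 min; activity scaled between DMSO (0%) and medium-only (-100%), curves Hill-fitted.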
HEK cytotox – cytotoxic compounds in HEK 293 cells | HEK 293 viability, ATP luminescence (CellTiter-Glo), 48-72 h | Potency, µM (highest dose often 115 µM), inactives show at the highest dose activity change, negative = cytotoxicity, actives largely listed as inhibitors | hit rate 6.6% among 94,000; also: potency is read from the fitted curve at half-maximal effect; nearly all actives have a fitted effect of over 60% in size
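HEK 293 cells seeded at 250 cells/well were exposed to compound for 48 or 72 hr at 37 degree Celsius. Viability taken as ATP content by CellTiter-Glo luminescence.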
GPT2 inhibitor – blocks human glutamate pyruvate transaminase 2 | Potency, µM (doses to about 57.7 µM), inactives show top-dose activity change, negative = inhibition, hits mostly inhibitors | hit rate 0.25% among 100,000 | Q8TD30 | Recombinant GPT2, coupled pyruvate oxidase/HRP Amplex Red fluorescence | AID 1671188; also: potency is read from the fitted curve at half-maximal effect; nearly all actives have a fitted effect of over 60% in size; many of its hits are not listed in these tables
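GPT2 10ng/uL, a-KG 250uM, L-Ala 2mM, HEPES pH7.5 + 0.0001% Tween; 30 min RT. Then Amplex mix (PO/HRP/ThPP), 30 min RT dark, fluorescence. AOA 50uM used as positive control.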
Active calls of the source: *; [ ] = remark or other dose. Unless noted, calls follow the shape of the dose curve; as a rule, active = well fitted curve in the direction sought with a large enough effect; inconclusive = small, poorly fitted or top-dose-only effect, or another doubt; inactive = no such curve, though single readings can be large; an effect the other way counts as inactive or inconclusive. Unless noted, % is scaled to controls: 0 for no effect and ±100 for the full control effect. Not all compounds are listed; count on the stated rates, not on these rows.

How did C=CCN1C[C@H]2COc3ccccc3[C@H]2N(C(=O)OCC(C)C)CCC1=O do in these assays?
3T3 cytotox: inconclusive; IP6K1 inhibitor: 9; HEK cytotox: -27%

What do the screens show for `Cc1ccc(CNC(=O)CCn2ccc3cc(S(=O)(=O)N4CCCC4)ccc32)cc1`?
IP6K1 inhibitor: -7; SNCA expr inhib: -2%; SNCA viab count: 4%

Results for Cc1cc(C)c(S(=O)(=O)NCCc2cc3cc(C)c(C)cc3[nH]c2=O)c(C)c1 ?
IP6K1 inhibitor: 32; SNCA expr inhib: -18%; SNCA viab count: 0%

How did COc1cc(CCC(=O)N2C[C@@H](C(N)=O)[C@H](c3n[nH]c(C)n3)C2)on1 do in these assays?
3T3 cytotox: -13%; IP6K1 inhibitor: 7; SNCA expr inhib: 2%; FLuc inh: -10%; SNCA viab count: 1%; HEK cytotox: inactive; GPT2 inhibitor: -29%

Results for CCN1CCN(Cc2ccc(NC(=O)c3ccc(C)c(Oc4ncnc5[nH]c(C)cc45)c3)cc2C(F)(F)F)CC1 ?
IP6K1 inhibitor: 8; SNCA viab count: inconclusive; GPT2 inhibitor: inactive

Results for CCCCCn1c(=O)[nH]c2cc(C(=O)N3CCN(c4cccc(C)c4)C(C)C3)ccc2c1=O (stereo not given) ?
IP6K1 inhibitor: 6; SNCA expr inhib: -15%; SNCA viab count: -1%

Results for O=S(=O)(NCc1ccc(F)cc1)c1ccc(N2CCCCS2(=O)=O)cc1 ?
IP6K1 inhibitor: -32*; SNCA expr inhib: -17%; SNCA viab count: 3%

How did CCN(CC)c1ccc(NC(=O)CN2CCN(c3ccccc3OC)CC2)cc1 do in these assays?
IP6K1 inhibitor: -4; SNCA expr inhib: -13%; SNCA viab count: 1%

Results for CCC(Sc1nc2c(sc3ccccc32)c(=O)n1CCc1ccccc1)C(=O)N(CC)CC (stereo not given) ?
IP6K1 inhibitor: 9; SNCA expr inhib: 0%; SNCA viab count: 1%

What do the screens show for `CC(=O)N1CCCC(c2nc(-c3ccc4nc[nH]c4c3)no2)C1` (stereo not given)?
3T3 cytotox: -19%; IP6K1 inhibitor: 17; SNCA expr inhib: inconclusive; FLuc inh: inconclusive; SNCA viab count: -1%; HEK cytotox: -19%; GPT2 inhibitor: 2%

What do the screens show for `COCC1CN(C2CCC2)CC12CCN(C(=O)c1ccc(C)s1)CC2` (stereo not given)?
3T3 cytotox: -29%; IP6K1 inhibitor: 2; SNCA expr inhib: 18%; FLuc inh: -27%; SNCA viab count: 12%; HEK cytotox: inconclusive; GPT2 inhibitor: -1%

What do the screens show for `COC(=O)c1ccccc1NC(=O)CCS(=O)(=O)c1nc(-c2ccc3c(c2)OCO3)cc(C(F)(F)F)n1`?
IP6K1 inhibitor: 2; SNCA expr inhib: 27%; SNCA viab count: 6%

Results for COc1ccc(CC(=O)N2CCC(C(=O)N3CCC(N4Cc5ccccc5C4=O)CC3)CC2)cc1 ?
3T3 cytotox: -11%; IP6K1 inhibitor: -5; SNCA expr inhib: -14%; SNCA viab count: 2%; HEK cytotox: -10%; GPT2 inhibitor: -5%

How did O=C1NCc2ccccc2CC12CCN(Cc1ccc(Cl)s1)C2 (stereo not given) do in these assays?
3T3 cytotox: -23%; IP6K1 inhibitor: -5; SNCA expr inhib: inconclusive; SNCA viab count: -6%; HEK cytotox: inconclusive; GPT2 inhibitor: 1%

What do the screens show for `FC(F)(F)c1ccc(CN2CCCC3(CC(c4ccccc4)=NO3)C2)cc1` (stereo not given)?
3T3 cytotox: inconclusive; IP6K1 inhibitor: -4; SNCA expr inhib: 4%; SNCA viab count: -2%; HEK cytotox: inconclusive; GPT2 inhibitor: inactive

What do the screens show for `Cc1ccc(CN2C(=O)NC3(CCCN(C(=O)c4cc5ccccc5[nH]4)C3)C2=O)cc1` (stereo not given)?
3T3 cytotox: inconclusive; IP6K1 inhibitor: -8; SNCA expr inhib: 25%; FLuc inh: inconclusive; SNCA viab count: -4%; HEK cytotox: inconclusive; GPT2 inhibitor: inactive

How did Clc1cccc(-n2ncc3c(NC4CCCCCC4)ncnc32)c1 do in these assays?
IP6K1 inhibitor: 12; SNCA expr inhib: -88%; SNCA viab count: -27%

Results for CCN(CC)CC[C@H]1CN(C(=O)c2ccc(N(C)C)cc2)CC[C@H]1CC(=O)O ?
3T3 cytotox: -1%[174 µM]; IP6K1 inhibitor: -3; SNCA expr inhib: -15%[87.6 µM]; FLuc inh: -2%[172 µM]; SNCA viab count: 7%[87.6 µM]; HEK cytotox: 4%[172 µM]; GPT2 inhibitor: inactive

How did Nc1ccn([C@H]2CC[C@@H](CO)O2)c(=O)n1 do in these assays?
IP6K1 inhibitor: 19; SNCA expr inhib: -5%; SNCA viab count: 3%; GPT2 inhibitor: 4%

How did Cc1ccc(OCc2nc(C3CCCN3C(=O)NC(C)C)no2)cc1 (stereo not given) do in these assays?
3T3 cytotox: -16%; IP6K1 inhibitor: -4; SNCA expr inhib: 35%[activator]; FLuc inh: -5%; SNCA viab count: 10%; HEK cytotox: -30%; GPT2 inhibitor: inactive

Results for Fc1ccc(C2Cn3cnc(-c4nc(-c5ccsc5)no4)c3CO2)cc1 (stereo not given) ?
3T3 cytotox: -5%; IP6K1 inhibitor: 4; SNCA expr inhib: 31%[activator]; FLuc inh: inconclusive; SNCA viab count: 5%; HEK cytotox: -26%; GPT2 inhibitor: inactive

Results for O=C(NCC12CCCC=C1N(CC1CC1)C(=O)CC2)C1CCOCC1 (stereo not given) ?
3T3 cytotox: -14%; IP6K1 inhibitor: 5; SNCA expr inhib: 14%; SNCA viab count: 5%; HEK cytotox: -8%; GPT2 inhibitor: 2%

What do the screens show for `COc1ccc(CNC(=O)c2ccc(CS(=O)(=O)c3ccc(Br)cc3)o2)cc1`?
IP6K1 inhibitor: -2; SNCA expr inhib: 8%; SNCA viab count: 1%

What do the screens show for `Cc1nn(-c2ccc(C(C)C)cc2)c(C)c1[C@@H]1C=C[C@@H](NC(=O)NC(C)C)C1`?
3T3 cytotox: 28µM*; IP6K1 inhibitor: -11; SNCA expr inhib: 8%[87.6 µM]; FLuc inh: 3.5µM*; SNCA viab count: inconclusive; HEK cytotox: 22µM*; GPT2 inhibitor: -14%[88.5 µM]

How did CCC(Oc1ccccc1)C(=O)Nc1ccc2oc(-c3ccc(OC)cc3)nc2c1 (stereo not given) do in these assays?
IP6K1 inhibitor: 47; SNCA expr inhib: inconclusive; SNCA viab count: 8%

Results for CCN1CCN(CCNC(=O)c2ccc(N3CC4CC(C3)[C@H]3CCCC(=O)N3C4)nc2)CC1 (stereo not given in full) ?
3T3 cytotox: -7%; IP6K1 inhibitor: 7; SNCA expr inhib: 33%[activator]; FLuc inh: 0%; SNCA viab count: 2%; HEK cytotox: -5%; GPT2 inhibitor: -16%

Results for COc1ccc(C(=O)NCCC2CCN(C(=O)Nc3cc(F)ccc3F)CC2)cc1 ?
3T3 cytotox: -11%; IP6K1 inhibitor: -1; SNCA expr inhib: 13%; FLuc inh: 25µM*; SNCA viab count: -11%; HEK cytotox: -7%; GPT2 inhibitor: -5%

What do the screens show for `CCCN(CCC)CCCNC(=O)Cn1ncc2c3ccccc3n(Cc3ccccc3F)c2c1=O`?
IP6K1 inhibitor: 16; SNCA expr inhib: 15%; SNCA viab count: 2%

How did CS(=O)(=O)N1Cc2ccccc2CC2(CCN(Cc3ccccn3)C2)C1 (stereo not given) do in these assays?
3T3 cytotox: -5%; IP6K1 inhibitor: -14; SNCA expr inhib: 7%; SNCA viab count: -4%; HEK cytotox: -7%; GPT2 inhibitor: inactive

How did Cc1ccccc1Cc1c(C)nc2nc(SCC(=O)NC(C)c3ccccc3)nn2c1C (stereo not given) do in these assays?
IP6K1 inhibitor: -6; SNCA expr inhib: -15%; SNCA viab count: 1%

Results for CCn1nc(C)c2c(-c3ccccc3)cc(=O)n(C(C)C(=O)NCCC(C)C)c21 (stereo not given) ?
IP6K1 inhibitor: -3; SNCA expr inhib: -17%; SNCA viab count: -25%

What do the screens show for `CCCCNC(=O)CSc1nnc(C)c2c(C)n(-c3ccccc3)nc12`?
IP6K1 inhibitor: 9; SNCA expr inhib: inconclusive; SNCA viab count: -22%

Results for CNC(=O)[C@@H]1C[C@@H](O)CN1C1CCN(C(=O)CCc2ccc(OC)cc2)CC1 ?
3T3 cytotox: -15%; IP6K1 inhibitor: -1; SNCA expr inhib: -17%; FLuc inh: 0%; SNCA viab count: -1%; HEK cytotox: 1%; GPT2 inhibitor: inactive

Results for O=C(NCc1nnc2cc(-c3nc(C4CC4)no3)ccn12)c1ccccc1Cl ?
3T3 cytotox: inconclusive; IP6K1 inhibitor: 36; SNCA expr inhib: -29%; FLuc inh: 0%; SNCA viab count: -4%; HEK cytotox: inconclusive; GPT2 inhibitor: -1%

What do the screens show for `Cn1ncc2c(C(=O)N3CCC(Cc4ccccc4)CC3)cc(-c3cccc(F)c3)nc21`?
3T3 cytotox: inconclusive; IP6K1 inhibitor: 8; HEK cytotox: inconclusive

How did COc1cc(C(CC(=O)NCc2ccccc2Cl)N2Cc3ccccc3C2=O)cc(OC)c1OC (stereo not given) do in these assays?
IP6K1 inhibitor: -10; SNCA expr inhib: 5%; SNCA viab count: -14%

Results for FC(F)(F)C(Cl)Br (stereo not given) ?
IP6K1 inhibitor: -2; SNCA expr inhib: 3%[25.6 µM]; SNCA viab count: -1%[23.9 µM]; GPT2 inhibitor: -7%

How did COCCN1CC2(CCCN(Cc3ccc4cccc(F)c4n3)C2)CCC1=O (stereo not given) do in these assays?
3T3 cytotox: -1%; IP6K1 inhibitor: -3; SNCA expr inhib: 12%; FLuc inh: 14%; SNCA viab count: 5%; HEK cytotox: 4%; GPT2 inhibitor: 1%

Ordered by length of the SMILES (largest number first): some entries from above
What do the screens show for `Cn1ncc2c(C(=O)N3CCC(Cc4ccccc4)CC3)cc(-c3cccc(F)c3)nc21`?
3T3 cytotox: inconclusive; IP6K1 inhibitor: 8; HEK cytotox: inconclusive

Results for CCn1nc(C)c2c(-c3ccccc3)cc(=O)n(C(C)C(=O)NCCC(C)C)c21 (stereo not given) ?
IP6K1 inhibitor: -3; SNCA expr inhib: -17%; SNCA viab count: -25%

What do the screens show for `CCCCNC(=O)CSc1nnc(C)c2c(C)n(-c3ccccc3)nc12`?
IP6K1 inhibitor: 9; SNCA expr inhib: inconclusive; SNCA viab count: -22%
